UBC13 polyUb – inhibitors of human UBC13 polyubiquitin chain formation. 0.47% of 330,000 active. P61088. TR-FRET. inhibition, % at 20 µM; in the data active = inhibition above about 45%, passing the limit was not always enough
Target sequence (P61088 whole entry, looked up): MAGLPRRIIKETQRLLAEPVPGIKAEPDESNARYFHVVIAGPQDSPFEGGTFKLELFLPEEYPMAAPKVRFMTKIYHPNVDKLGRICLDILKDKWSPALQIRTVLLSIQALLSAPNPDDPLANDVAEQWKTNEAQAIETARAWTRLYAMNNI
Jurkat NFkB inh – lowers PMA/ionomycin-induced NF-kB signal in Jurkat cells; PMA/ionomycin-induced NF-kB luciferase reporter, luminescence; inhibition, % at 4 µM; 0.53% of 330,000 active; AID 435003
697 NFkB inh – lowers PMA/ionomycin-induced NF-kB signal in 697 B cells; 697 B-cell NF-kB luciferase reporter, 16 h; inhibition, % at 4 µM; 0.33% of 330,000 active; AID 435022; in the data active = inhibition above about 35%
Apaf-1 inh – inhibitors of human Apaf-1 apoptosome; reconstituted apoptosome caspase-3 activity, DEVD-Rh110 fluorescence; inhibition, % at 20 µM; 0.71% of 330,000 active; active = inhibition of at least 40% at 20 µM;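 also: plate controls were DMSO wells for no effect and DEVD-CHO caspase inhibitor wells for full effect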
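System: reconstituted apoptosome with Apaf-1, cytochrome c, caspase-9, procaspase-3, dATP; Signal: Rh110 fluorescence intensity; Schedule: 30 min compound preincubation, 50 min activation, room temperature; Reagent: cytochrome c trigger plus (Z-DEVD)2-Rh110 caspase-3 substrate.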
HKDC1 inh – inhibitors of human hexokinase HKDC1; Q2TB90; recombinant HKDC1, G6PDH/diaphorase resazurin coupled fluorescence; inhibition, % at 20 µM; AID 493160; 0.16% of 340,000 active;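 active = inhibition above about 35% when tested at 20 µM, limit read from the data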;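 also: plate controls were DMSO wells with enzyme for no effect and DMSO wells lacking enzyme for full effect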
Target sequence (Q2TB90 whole entry, looked up): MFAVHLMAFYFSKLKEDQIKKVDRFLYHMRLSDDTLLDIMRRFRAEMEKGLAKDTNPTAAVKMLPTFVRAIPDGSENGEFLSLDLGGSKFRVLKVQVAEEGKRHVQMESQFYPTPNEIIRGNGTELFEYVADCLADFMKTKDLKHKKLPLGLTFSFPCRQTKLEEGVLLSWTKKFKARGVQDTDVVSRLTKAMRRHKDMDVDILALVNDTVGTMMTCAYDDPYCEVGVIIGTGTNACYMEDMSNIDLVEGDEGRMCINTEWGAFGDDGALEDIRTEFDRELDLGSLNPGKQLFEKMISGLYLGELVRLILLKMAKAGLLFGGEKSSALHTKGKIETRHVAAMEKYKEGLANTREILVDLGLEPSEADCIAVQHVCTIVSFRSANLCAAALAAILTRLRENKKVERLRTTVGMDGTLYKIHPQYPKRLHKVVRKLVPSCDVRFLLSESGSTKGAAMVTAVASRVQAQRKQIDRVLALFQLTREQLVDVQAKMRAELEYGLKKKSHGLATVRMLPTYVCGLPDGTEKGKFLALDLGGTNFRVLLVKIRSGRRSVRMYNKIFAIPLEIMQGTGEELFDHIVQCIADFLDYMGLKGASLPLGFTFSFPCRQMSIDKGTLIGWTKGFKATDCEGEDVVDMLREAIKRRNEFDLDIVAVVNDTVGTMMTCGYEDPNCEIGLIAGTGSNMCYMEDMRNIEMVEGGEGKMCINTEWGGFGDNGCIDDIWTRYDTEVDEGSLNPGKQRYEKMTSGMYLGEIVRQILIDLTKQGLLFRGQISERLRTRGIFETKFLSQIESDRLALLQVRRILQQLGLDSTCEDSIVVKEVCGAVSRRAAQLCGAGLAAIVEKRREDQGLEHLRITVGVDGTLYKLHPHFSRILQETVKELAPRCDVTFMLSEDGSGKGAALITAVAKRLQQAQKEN
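Material – in-house recombinant HK5 (HKDC1) enzyme · Quantity – HKDC1 at 5 µg/mL · Buffer or medium – pH 8.0 Tris buffer with 10 mM MgCl2 · Reagent – glucose with 1 mM ATP · Dosing – single 20 µM dose · Times – reaction time 90 min, room temperature, protected from light · Technique – resorufin fluorescence at 613 nm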
SENP8 block – inhibitors of human SENP8 protease. purified SENP8, Z-RLRGG-aminoluciferin cleavage, luminescence. 1.2% of 330,000 active. inhibition, % at 10 µM
SENP7 block – SENP7 protease inhibition; recombinant SENP7, Z-RLRGG-aminoluciferin luminescence, 40 min; inhibition, % at 5 µM; 1.5% of 330,000 active;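 active = inhibition above about 50% at the single test dose, limit read from the data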;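 also: plate controls were DMSO with enzyme for no effect and no enzyme buffer wells for full effect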
Gli-Sufu antag – Gli-Sufu pathway antagonism | Sufu-KO-LIGHT fibroblasts, Gli luciferase reporter luminescence | inhibition, % at 5 µM | 0.74% of 340,000 active | AID 588413;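 active = inhibition above about 55%, limit read from the data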;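 also: 0% = DMSO-treated cells and 100% = wells with medium but no cells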
* = called active by the depositor; . = no result given. Rule as the data show it, unless noted: active = inhibition above about 50%; inactive = the rest.

Each structure is followed by: UBC13 polyUb	Jurkat NFkB inh	697 NFkB inh	Apaf-1 inh	HKDC1 inh	SENP8 block	SENP7 block	Gli-Sufu antag
- Cc1c(C(=O)N2CCCCC2)c(S(=O)(=O)N2CCc3ccccc32)c(C)n1C
 : -2	-6	-23	1	-2	-8	13	22
- COc1cccc2c3c(c(C)nc12)CCN3c1ccccc1
 : -6	10	-36	1	-14	5	3	14
- Cc1ccc(CCN2CC(C(=O)NCCCN(C)Cc3ccccc3)CC2=O)cc1 (configuration not stated)
 : -2	5	5	5	-8	-8	-7	1
- COc1cccc(/C=N\NC(=O)C2=NNC(=O)C2C)c1O (configuration not stated)
 : 26	6	-5	1	1	13	18	10
- O=C1CN(C(=O)COC(=O)CCS(=O)(=O)c2ccccc2)c2ccccc2N1
 : 2	-11	-22	-1	-4	5	-4	-14
- COC(=O)c1sccc1OC(C)C(C)=O (configuration not stated)
 : 0	-12	23	2	-4	1	12	0
- CC(C)c1ccc(NC(=O)C2CCCN(S(=O)(=O)c3cnc[nH]3)C2)cc1 (configuration not stated)
 : 4	-4	-25	3	1	8	1	-22
- CN(C)S(=O)(=O)c1cccc(NC(=O)COC(=O)/C=C/c2cccs2)c1
 : -1	-7	2	5	13	7	1	-7
- COc1ccc(OC(C)C(=O)NC(C)c2ccccc2)cc1 (configuration not stated)
 : -5	-11	-11	7	-1	-9	-4	-3
- O=C(NNc1nc(-c2ccccc2)cs1)c1ccccc1
 : -3	7	16	-6	-12	-3	-5	-12
- c1ccc(Cc2cc[n+](Cc3ccccc3)cc2)cc1
 : 5	13	-8	-7	3	3	-5	21
- COc1ccc2c(c1)N(C)C(=O)CC(c1ccccc1)=N2
 : 0	11	24	1	-3	-4	0	-10
- O=C(NCc1ccccc1)C1CCCN(C(=O)Nc2ccccc2)C1 (configuration not stated)
 : -8	-10	-2	14	0	12	-1	-2
- Cc1cccc(NC(=O)C2CCCN(S(=O)(=O)c3cccs3)C2)c1C (configuration not stated)
 : -3	18	4	9	1	-4	-3	-17
- COc1ccc(C2c3ccc(O)cc3Oc3ncn(CCN4CCOCC4)c(=N)c32)cc1OC (configuration not stated)
 : 4	11	10	-11	-1	6	2	2

Continuation:
Each structure is followed by: UBC13 polyUb	Jurkat NFkB inh	697 NFkB inh	Apaf-1 inh	HKDC1 inh	SENP8 block	SENP7 block	Gli-Sufu antag
- O=C(CSCc1cnn(-c2ccccc2)c1-n1cccc1)NCc1ccccn1
 : 3	-7	5	6	1	7	-6	5
- C=C[C@](C)(CC[C@@]1(C)C(C)CC(OC2OC(C)C(OC3OC(COC(C)=O)C(O)C(O)C3O)C(O)C2O)[C@@]2(C)C(C)=CCCC12)OC1OC(C)C(O[C@@H]2O[C@@H](C)C(O)C(O)[C@H]2O)C(O)C1O (some centres not stated)
 : 54*	-15	0	-2	-4	-17	-8	-1
- COC(=O)c1c(-c2ccc(Br)cc2)csc1NC(=O)Cc1ccc(OC)c(OC)c1
 : 6	20	-16	38	-3	-2	-4	5
- Cc1cc(NC(=O)COC(=O)COc2cccc3c2OC(C)(C)C3)no1
 : -15	-9	0	2	-4	-3	-11	5
- CCN(CC(=O)Nc1c(F)cccc1F)C(=O)c1ccc(NC(=O)CC2SC(N3CCCC3)=NC2=O)cc1 (configuration not stated)
 : -2	-13	13	0	-1	1	4	-7
- Cc1nc2ccccn2c1C(=O)NC1CCCCC1
 : 3	3	-1	-11	-2	0	-6	6
- COc1ccccc1N1CCN(C(c2cccs2)C(C)NC(=O)C(=O)N2CCCCC2)CC1 (configuration not stated)
 : -7	2	-20	-3	1	-9	-9	-3
- CCC(=O)C1CCCN(C(=O)CCc2nnc(-c3ccc(C(C)=O)s3)o2)C1 (configuration not stated)
 : -8	-53	-95	2	-6	7	-4	-23
- Cc1c(O)ccc(NS(=O)(=O)c2ccccc2)c1C
 : -4	-33	-33	-3	-10	1	10	2
- O=C(NCc1ccccc1)C1CC(=O)N(c2ccc(OCC(=O)N3CCOCC3)cc2)C1 (configuration not stated)
 : 1	-4	8	3	-5	0	2	1
- CC1CCC(NCc2ccco2)CC1 (configuration not stated)
 : 9	-7	3	-6	-9	-3	1	-6
- O=S(=O)(Nc1ncccn1)c1ccc(NC(=S)Nc2cccc(Cl)c2)cc1
 : -5	0	11	-14	.	-10	-10	.
- COC(=O)CCC(=O)OC1(C)C(=O)C2=CN(CCc3ccccn3)C(c3ccc(OC)cc3)=CC2=C(Br)C1=O (configuration not stated)
 : -88	-2	12	73*	33	19	8	14
- O=C(CC1SC(=O)N(c2ccccc2)C1=O)Nc1ccc(Br)cc1 (configuration not stated)
 : 11	-11	-20	-10	5	-9	8	-5
- O=C(Nc1nccs1)C1CC(=O)N(CCc2ccccc2)C1 (configuration not stated)
 : -2	8	4	-3	-6	4	-4	-1

Reprinted from the part before: 4 compounds; new compounds follow.
Each structure is followed by: UBC13 polyUb	Jurkat NFkB inh	697 NFkB inh	Apaf-1 inh	HKDC1 inh	SENP8 block	SENP7 block	Gli-Sufu antag
- O=S(=O)(Nc1ncccn1)c1ccc(NC(=S)Nc2cccc(Cl)c2)cc1
 : -5	0	11	-14	.	-10	-10	.
- COC(=O)CCC(=O)OC1(C)C(=O)C2=CN(CCc3ccccn3)C(c3ccc(OC)cc3)=CC2=C(Br)C1=O (configuration not stated)
 : -88	-2	12	73*	33	19	8	14
- O=C(CC1SC(=O)N(c2ccccc2)C1=O)Nc1ccc(Br)cc1 (configuration not stated)
 : 11	-11	-20	-10	5	-9	8	-5
- O=C(Nc1nccs1)C1CC(=O)N(CCc2ccccc2)C1 (configuration not stated)
 : -2	8	4	-3	-6	4	-4	-1
- Cc1c(C)c2ccc(OCC(=O)N3CCC(C(=O)O)CC3)cc2oc1=O
 : 12	10	28	-4	-5	-3	-4	6
- Cc1cccc(NC(=S)N(CCN(C)C)C(C)c2ccco2)c1 (configuration not stated)
 : -3	7	5	7	11	-4	6	15
- CCC1=NN(C(=O)C(=O)Nc2ccc(OC)cc2)C(O)(C(F)(F)F)C1 (configuration not stated)
 : 0	-24	5	-12	-6	-7	-11	4
- COc1ccc(-c2[nH]ncc2/C=N\NC(=O)c2cccs2)cc1OC
 : -8	-16	7	-9	-7	-7	13	-2
- COc1ccc(N2CCN(S(=O)(=O)CCNC(=O)C(C)Oc3ccccc3)CC2)cc1 (configuration not stated)
 : 0	-9	6	6	-6	-8	2	2
- Cc1oc2cc3oc(=O)ccc3cc2c1C
 : -7	-15	16	8	-3	-19	-7	-6
- C=CCN1C(=O)[C@]2(c3ccccc31)C1CCCC=C1C(C#N)=C(N)C2(C#N)C#N (some centres not stated)
 : -3	-4	-15	7	-4	-2	9	3
- COc1ccc(S(=O)(=O)CCC(=O)Nc2cccc(OC)c2)cc1
 : 11	-2	19	-6	.	1	3	.
- Cc1ccc(-c2cc(C(=O)O)c3ccccc3n2)c(C)c1
 : -2	-17	6	-2	-4	-7	7	-2
- CN(Cc1ccccc1)Cc1c(O)ccc2ccccc12
 : 0	-7	-2	5	8	7	2	-9
- Fc1ccc(OCCCCN2CCOCC2)cc1
 : 5	1	6	-8	-1	-6	-12	1
- CC1CCc2nc(NCCO)nc(C(F)(F)F)c2C1 (configuration not stated)
 : 11	0	-5	-12	-9	-2	5	-2
- O=C(Nc1ccccc1)c1ccc(S(=O)(=O)Nc2cccc(O)c2)cc1
 : 0	9	-10	1	-1	1	-5	11
- O=C(Nc1nc2c(F)cc(F)cc2s1)C1CCN(C(=O)c2ccc(F)cc2)CC1
 : -6	-24	-28	24	2	-11	-3	-9
- CC(Cl)C(=O)NN=C(c1ccccc1)c1ccccc1 (configuration not stated)
 : 0	8	4	11	18	-8	-1	-3

Going on with the list:
Each structure is followed by: UBC13 polyUb	Jurkat NFkB inh	697 NFkB inh	Apaf-1 inh	HKDC1 inh	SENP8 block	SENP7 block	Gli-Sufu antag
- COc1ccc(NC(=O)C23CC4CC(C2)CC(n2cnc(Br)n2)(C4)C3)cc1Cl
 : 8	-18	0	10	-4	8	1	-10
- CN(C(=O)CSc1ccncc1)C1CCCN(Cc2ccccc2F)C1 (configuration not stated)
 : 3	-6	-53	1	2	11	-7	-1
- Cc1cccc(-n2ncc3c(NCc4ccccc4)ncnc32)c1
 : 21	27	-92	24	1	-14	-9	-58
- CCOc1ccc(NS(=O)(=O)c2cc(Cl)ccc2OC)cc1
 : 1	3	9	13	-1	-8	3	30
- CCOc1ccc(-n2c(CCc3ccccc3)n[nH]c2=S)cc1
 : -17	-3	-4	12	2	-13	-9	-4
- COC(=O)c1ccccc1N(C)S(=O)(=O)c1cc2c3c(c1)CCC(=O)N3CCC2
 : -3	11	-9	4	-3	4	-6	3
- Cc1cccc(C2=N/C(=C/c3cccs3)C(=O)O2)c1
 : 5	20	4	-16	5	-4	1	5
- Cc1cc(NC(=O)CCC(=O)N(Cc2cccs2)C(C(=O)NC2CCCC2)c2ccncc2)no1 (configuration not stated)
 : -10	-14	-11	9	-4	-9	-5	4
- O=C(COc1c(F)c(F)cc(F)c1F)NC(=O)NC1CCCC1
 : -8	-6	6	16	-3	-7	-3	1
- COc1ccc(N2C(=O)CCC(C(C)=O)=C2C)cc1
 : -8	-1	5	2	1	1	-2	-1
- O=C(C1=C[C@@H](C2CCCCC2)C[C@@H](OCCCCO)O1)N1CCN(Cc2ccc3c(c2)OCO3)CC1
 : 7	16	8	22	-5	-6	16	-12
- COc1cc2nc(-c3cccs3)oc(=O)c2cc1OC
 : -4	20	11	-10	-8	6	-2	0
- CC1=C(C(=O)Nc2ccc(C)cc2C)C(c2ccc(C)o2)NC(=O)N1 (configuration not stated)
 : -5	6	-2	6	9	0	-2	1
- COC(=O)CN1C(=O)N/C(=C/c2ccc(OC)cc2)C1=O
 : -15	-5	17	-22	-1	-2	8	-4
- CCOc1ccc(NC(=O)C2CCCN(S(=O)(=O)c3ccc4c(c3)CCCN4C(C)=O)C2)cc1 (configuration not stated)
 : -3	3	16	5	-1	-11	11	45

(further entries)
Each structure is followed by: UBC13 polyUb	Jurkat NFkB inh	697 NFkB inh	Apaf-1 inh	HKDC1 inh	SENP8 block	SENP7 block	Gli-Sufu antag
- O=C(O)c1nn(-c2ccccc2)c(-c2ccccc2)c1C(=O)c1ccccc1
 : -13	-1	10	9	2	-15	-2	-2
- CC(C)c1nnc(NC(=O)CCC(=O)N2CCN(Cc3ccc(F)cc3)CC2)s1
 : -3	-2	-17	0	-4	-3	18	-5
- CCc1ccc(NC(=O)[C@@H](NC(=O)[C@@H]2Cc3ccccc3CN2)C(C)CC)cc1 (some centres not stated)
 : 6	-8	-16	15	-6	-4	5	-8
- O=C(N/N=C/c1cccs1)c1ccc2c(c1)OCO2
 : -18	-83	-91	0	3	-19	-8	-72
- O=C(COC(=O)c1cc(S(=O)(=O)N2CCCCC2)ccc1N1CCOCC1)c1ccccc1
 : 2	9	-1	9	2	-6	-6	14
- CN(CC(=O)Nc1cccc(F)c1)C(=O)CSc1ccccc1
 : -5	0	-10	6	-2	6	-14	-6
- COc1ccc(CNC(=O)[C@H](C)NC(=O)C2CCN(S(=O)(=O)c3ccccc3)CC2)cc1
 : -1	15	11	3	-8	7	-2	-12
- O=C(N[C@@H](Cc1c[nH]c2ccccc12)C(=O)O)C1CCN(S(=O)(=O)c2ccc(Cl)cc2)CC1
 : 4	15	-5	16	-2	0	4	-1
- CNC(=S)N1CCC(NC(=O)c2ccco2)CC1
 : -14	0	0	-13	.	-10	2	.
- COc1cc2c(cc1OC)/C(=C/C(=O)c1ccccc1)NCC2
 : -7	5	14	8	-2	-1	-2	5
- Cc1cc(N2CCN(C(=O)/C=C/C(=O)O)CC2)c2ccccc2n1
 : -13	-5	2	-1	-3	-11	-7	0
- Cc1nn(CC(=O)NC2(C)CCS(=O)(=O)C2)c(C)c1S(=O)(=O)N(C)C (configuration not stated)
 : 0	57*	1	-3	-1	-8	11	3
- CCNC(=S)N/N=C(\C)c1ccc2c(c1)OCCO2
 : -2	-1	-14	4	-8	-6	0	-14
- O=C(Cc1cccc([N+](=O)[O-])c1)Nc1ccc(C(=O)N2CCCCC2)cc1
 : 16	22	2	2	-4	6	-5	4
- O=C(NCCc1ccccc1F)C(=O)Nc1nccs1
 : 1	-25	-49	-9	-2	-4	-5	-50
- Cc1cc(C)c(OCC(=O)Nc2nc3ccccc3[nH]2)c(C)c1
 : 8	1	17	4	-9	7	8	5

Screening results (PubChem)

The order is random; overall some 3.6% were active at least once.
